PL biosyn Enam: blocks phospholipid synthesis in CHO cells, Enamine compounds; ZR-82 CHO cells, pyrene fatty acid UV survival, CellTiter Blue; peroxisome-deficient CHO-K1 mutant line; plus DGAT-1, DGAT-2 and ACAT inhibitors; calls only at 10 µM; hit rate 0.4% among 20,000;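 active = cell survival signal 2 SD away from solvent-only control wells, confirmed on one or two retests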;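 also: 3 h compound exposure then viability read about one day after UV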
Calls only; i = inactive; + = active, no number. These rows are one share of the data. The share of hits here may be higher or lower than overall.

SMILES	PL biosyn Enam
CCOC(=O)c1cnc(SC)nc1N	i
C(=C(c1nc2ccccc2s1)c1nc2ccccc2s1)c1ccco1	i
CCOC(=O)NC(=O)COC(=O)CC12CC3CC(CC(C3)C1)C2	i
CC(C)C/C(=N\N=c1/sc2ccccc2n1C)c1ccccc1	i
S=C(NCC1CCCO1)N1CCc2ccccc2C1 (stereo not drawn)	i
Oc1ccc2ccccc2c1C=NCc1nnc2ccccn12	i
COC(=O)c1cc(/C=C/C(=O)O)oc1C	i
O=C1NC(=S)N/C1=C\c1ccc(O)cc1	i
CN(C)CCNS(=O)(=O)c1ccc(NC2CCCC2)c([N+](=O)[O-])c1	i
NC(=O)c1c(NC(=O)c2cc3c(s2)CCCCC3)sc2c1CCC2	i
COc1ccc(OCc2nc(Oc3ccc(OC)cc3)c3c(C)c(C)sc3n2)cc1	i
Cc1ccc(C)c(-n2cc[nH]c2=S)c1	i
COc1cc(C=Nc2ccc(I)cc2)cc(OC)c1OC	i
CC(=O)c1ccc(-n2cc(-c3ccc(C(C)(C)C)cc3)[n+]3c2SCCC3)cc1	i
Brc1cccc(C2Oc3ccccc3C3CC(c4ccc5c(c4)OCCO5)=NN32)c1 (stereo not drawn)	i
C(=C1/Cc2cccc3cccc1c23)/c1ccccc1	i
Clc1ccc(-c2nnc3n2N=C(c2cccc(Cl)c2)CS3)cc1	i
C=C(C)CSc1nc2cc(S(N)(=O)=O)ccc2n1CC	i
Oc1c(C(c2ccc(Cl)cc2Cl)N2CCCC2)cc(Cl)c2cccnc12 (stereo not drawn)	i
c1ccc2nc(Sc3ncnc4sc5c(c34)CCCC5)ccc2c1	i
Cc1csc(=O)n1CCC(=O)OCc1cc(=O)n2cc(Br)ccc2n1	i
Cc1oc2ccccc2c1/C=N/Nc1nc2ccccc2s1	i
CN(C)CCCNP1(=O)C=C(c2ccccc2)SC(c2ccccc2)=C1	i
C=CCn1c(SCC(=O)C2=C(C)C(C(=O)OC)C(C)=N2)nc2sc(C)c(C)c2c1=O (stereo not drawn)	i
O=C(CN1C(=O)C2CC=CCC2C1=O)NC1CCCCCC1 (stereo not drawn)	i
Cc1noc(C)c1S(=O)(=O)Nc1ccc(NS(=O)(=O)c2ccc3c(c2)OCCO3)cc1	i
CC(=O)c1c(C)[nH]c(C(=O)CSc2nc(N)cc(=O)[nH]2)c1C	i
Cn1cnnc1SCC(=O)c1c(N)n(C)c(=O)n(C)c1=O	i
Oc1ccc(C(c2ccccc2)(c2ccccc2)c2ccccc2)c(O)c1	i
O=c1c2ccccc2nnn1CSc1nnc2sc3ccccc3n12	i
Cc1cc(C(=O)CSc2nnc(C3CC3)n2C2CC2)c(C)n1C(C)C	i
Cc1cc(C(=O)CN2C(=O)NC3(CCCCCC3)C2=O)c(C)s1	i
C=CCn1c(=S)[nH]c2sc3c(c2c1=O)CCCCC3	i
O=C(Cn1cc(C(F)(F)F)ccc1=O)NC1CC1	i
O=C(CC12CC3CC(CC(C3)C1)C2)OCC(=O)c1ccc(Cl)s1	i
Cn1c(=O)c2c(ncn2CC(=O)Nc2sccc2C(N)=O)n(C)c1=O	i
c1ccc(-n2c(Sc3ncnc4sc5c(c34)CCC5)nnc2C2COc3ccccc3O2)cc1 (stereo not drawn)	i
Oc1c(CN2CCCC2)cc(Cl)c2cccnc12	i
Clc1ccc(C2=NNC(=NC3CC3)SC2)cc1Cl	i
CN(CC1COc2ccccc2O1)C(=S)Nc1ccccc1F (stereo not drawn)	i
NS(=O)(=O)c1ccc(NS(=O)(=O)c2ccccc2)cc1	i
Fc1ccc(-c2nnn(Cc3cc4c(cc3Br)OCCO4)n2)cc1	i
CCN(CC)P(=O)(C(Cl)=C(N(C)C)N(C)C)N(CC)CC	i
S=c1nc(-c2ccccc2)[nH]n1CN1CCc2ccccc2C1	i
Cc1cc(C(=O)CSc2nnc(-c3ccco3)n2C)c(C)n1C	i
Cc1ccc(C)c(/C=c2\s/c(=C\C(=O)C(C)(C)C)[nH]c2=O)c1	i
O=P(O)(Nc1ccccc1)C1=C(C2=C(Nc3ccccc3)CCC2)CCC1	i
Cc1ccc(C2=NN3C(C2)c2cc(Cl)ccc2OC3c2ccncc2)cc1 (stereo not drawn)	i
O=[N+]([O-])c1ccc2sc(/C=C/c3ccc4c(c3)OCO4)nc2c1	i
CCOC(=O)c1c(C)[nH]c(C)c1C(=O)COC(=O)c1sc2nc(C)[nH]c(=O)c2c1C	i
Continuation.
SMILES	PL biosyn Enam
O=[n+]1cc(-c2cccc(Br)c2)n([O-])c2c1CCCC2	i
COc1cc(NS(=O)(=O)c2ccc(F)c(F)c2F)c(OC)cc1Cl	i
CC1=CC(C)=N[N+]1(C)CC(O)COc1ccccc1 (stereo not drawn)	i
Fc1ccc(N=Cc2cccnc2)cc1F	i
COCCN(CCOC)Cc1nc2cc(OC)c(OC)cc2c(=O)[nH]1	i
CC1(c2ccc3c(c2)OCO3)NC(=O)N(CN2CCCC2c2ccc3c(c2)OCCCO3)C1=O (stereo not drawn)	i
COCCNC(=S)N/N=C1\CC(C)CC(C)(C)C1 (stereo not drawn)	i
COc1ccc(C2C=C(c3ccc(F)cc3)Nc3ncnn32)cc1 (stereo not drawn)	i
CCC[n+]1c2ccccc2cc2ccccc21	i
N=C(N)SCc1cn2ccccc2n1	i
CC(C)(C)C(=N)N	i
COc1ccc(Br)cc1CSc1nnnn1C1CC1	i
CN=c1scc(-c2ccc(C)cc2)n1/N=C/c1ccc(F)cc1	i
c1ccc(Cc2nc3ccccc3nc2-c2ccccc2)cc1	i
CCCSc1nc2c(c(=O)[nH]1)C(c1cccs1)C(C(=O)OC(C)C)=C(C)N2 (stereo not drawn)	i
Oc1ccc2ccccc2c1/C=N/n1c(-c2ccccc2F)csc1=NCC1CCCO1 (stereo not drawn)	i
Cc1cc(C)nc(N=Cc2c(O)c3ccccc3oc2=O)n1	i
Cc1nc(N2CCCCC2C)c2c3c(sc2n1)CCC3 (stereo not drawn)	i
Cc1ccc(/C=C(\Cl)c2nc3sc(C)c(C)c3c(=O)[nH]2)s1	i
c1ccc(-c2cc(Sc3nnnn3-c3ccccc3)nc3ccccc23)cc1	i
CSc1ccc(C2Nc3ccccc3-c3nc4ccccc4n32)cc1 (stereo not drawn)	i
c1nc(N2CCCCC2)c2c3c(sc2n1)CCC3	i
O=c1[nH]c(CSc2nnnn2C2CC2)nc2cc(Cl)ccc12	i
CCc1cc2c(=O)n(CC)c(SCc3cc(=O)n4cc(C)ccc4n3)nc2s1	i
CCCN(S(=O)(=O)c1ccc(S(=O)(=O)N(CC)CC)cc1)S(=O)(=O)c1ccc2c(c1)OCCO2	i
CN1CCC(=NNC(N)=S)CC1	i
OC(c1ccccc1)c1nc2ccccc2n1Cc1cccc2ccccc12 (stereo not drawn)	i
CN1CCN(C2=Nc3cccc4cccc2c34)CC1	i
Cc1nn(Cc2nnc(-c3ccco3)o2)c(C)c1[N+](=O)[O-]	i
c1ccc(-n2nnnc2N2CCN(c3ncccn3)CC2)cc1	i
c1coc(-c2cc(CSc3nnc4ccccn34)no2)c1	i
O=P(CC12CC3CC(CC(C3)C1)C2)(c1ccccc1)c1ccccc1	i
CC[n+]1c(C)sc2ccccc21	i
CCC1SC(=NS(=O)(=O)c2cccs2)N(C2CCCCC2)C1=O (stereo not drawn)	i
Clc1ccc(NN=C2c3ccccc3-c3ccccc32)cc1Cl	i
COc1cc(OC)c(OC)cc1CO	i
Cc1ccc(OCc2cc(-c3ccco3)on2)c([N+](=O)[O-])n1	i
O=C(CSC1=NCCS1)NC1CCCCCCC1	i
Cc1cc(C(=O)CSc2nncn2C)c(C)n1C(C)C	i
O=C(O)CSc1ncccn1	i

Some of the entries so far, bar-delimited.
structure | PL biosyn Enam
Cc1cc(C(=O)CSc2nncn2C)c(C)n1C(C)C | i
CC[n+]1c(C)sc2ccccc21 | i

Remaining list, next part
SMILES	PL biosyn Enam
CC(NCCCN(C)C)c1cc(C(C)(C)C)cc2c1CCC2(C)C (stereo not drawn)	i
COC(=O)COc1cc2oc(=O)c3c(c2cc1Cl)CCC3	i
CCc1ccc2c(c1)SC1=NS(=O)(=O)CCN12	i
Cc1cc(C=C2Sc3ccccc3N2C)cc(C)[n+]1N1CCN(C)CC1	i
O=C(NC1CC1)c1sc2cc(F)ccc2c1Cl	i
CCCC1=NN2CCS(=O)(=O)N=C2S1	i
CC12COC3(P(=O)(c4ccccc4)c4ccccc4)CC1CCC23CP(=O)(c1ccccc1)c1ccccc1 (stereo not drawn)	i
CCCCN(C(=O)c1cnccn1)c1c(N)n(CCC)c(=O)[nH]c1=O	i
Cc1cc(C(=O)Cn2cc([N+](=O)[O-])ccc2=O)c(C)n1CCC1=CCCCC1	i
Fc1ccc(-c2noc(CSc3nnc(-c4ccccc4F)n3C3CC3)n2)cc1	i
Clc1ccc(Cl)c(Nc2nc3cc(Cl)ccc3o2)c1	i
CCOC(=O)NC(=O)Cn1cc(C(F)(F)F)ccc1=O	i
Nc1cccc([N+](=O)[O-])c1	i
O=C(COC(=O)C12CC3CC(CC(C3)C1)C2)NC1CC1	i
O=C1OC(c2ccc(OC(F)F)cc2)=N/C1=C\c1ccc(OC(F)F)cc1	i
c1ccc2c(N3CCOCC3)nc(N3CCOCC3)nc2c1	i
CC1CCCCC1NC(=O)NC(=O)COC(=O)C12CC3CC(CC(Cl)(C3)C1)C2 (stereo not drawn)	i
Cc1nn(C2CCS(=O)(=O)C2)c(C)c1/C=C/c1nc2ccccc2o1 (stereo not drawn)	i
O=C1NC(c2ccc3ncccc3c2)C(C(=O)c2cccnc2)C(O)(C(F)(F)F)N1 (stereo not drawn)	i
c1ccc(-c2nc(-c3ccc4c(c3)OCO4)cs2)cc1	i

19 entries from above in another layout.
| structure | PL biosyn Enam |
| --- | --- |
| Cc1cc(C(=O)CSc2nncn2C)c(C)n1C(C)C | i |
| O=C(O)CSc1ncccn1 | i |
| CC(NCCCN(C)C)c1cc(C(C)(C)C)cc2c1CCC2(C)C (stereo not drawn) | i |
| COC(=O)COc1cc2oc(=O)c3c(c2cc1Cl)CCC3 | i |
| CCc1ccc2c(c1)SC1=NS(=O)(=O)CCN12 | i |
| Cc1cc(C=C2Sc3ccccc3N2C)cc(C)[n+]1N1CCN(C)CC1 | i |
| O=C(NC1CC1)c1sc2cc(F)ccc2c1Cl | i |
| CCCC1=NN2CCS(=O)(=O)N=C2S1 | i |
| CC12COC3(P(=O)(c4ccccc4)c4ccccc4)CC1CCC23CP(=O)(c1ccccc1)c1ccccc1 (stereo not drawn) | i |
| CCCCN(C(=O)c1cnccn1)c1c(N)n(CCC)c(=O)[nH]c1=O | i |
| Cc1cc(C(=O)Cn2cc([N+](=O)[O-])ccc2=O)c(C)n1CCC1=CCCCC1 | i |
| Fc1ccc(-c2noc(CSc3nnc(-c4ccccc4F)n3C3CC3)n2)cc1 | i |
| Clc1ccc(Cl)c(Nc2nc3cc(Cl)ccc3o2)c1 | i |
| CCOC(=O)NC(=O)Cn1cc(C(F)(F)F)ccc1=O | i |
| Nc1cccc([N+](=O)[O-])c1 | i |
| O=C(COC(=O)C12CC3CC(CC(C3)C1)C2)NC1CC1 | i |
| O=C1OC(c2ccc(OC(F)F)cc2)=N/C1=C\c1ccc(OC(F)F)cc1 | i |
| c1ccc2c(N3CCOCC3)nc(N3CCOCC3)nc2c1 | i |
| CC1CCCCC1NC(=O)NC(=O)COC(=O)C12CC3CC(CC(Cl)(C3)C1)C2 (stereo not drawn) | i |

Later entries.
SMILES	PL biosyn Enam
S=c1nc2c(c(=S)[nH]1)c1[nH]c3ccccc3nc1n2CCc1ccccc1	i
Cc1ccc(C(=O)C(C)Sc2nnc(-c3ccc4c(c3)OCO4)o2)cc1C (stereo not drawn)	i
CC1(C)CC(=O)C=C(NNC(=O)C23CC4CC(CC(C4)C2)C3)C1	i
CC1=C/C(=N/Nc2nncc3ccccc23)CC1	i
CCn1c(SCc2nnc(-c3cccs3)o2)nnc1-c1ccco1	i
c1ccc(-c2nnc(CSc3nnc(-c4ccccc4)c(-c4ccccc4)n3)o2)cc1	i
Cc1ccc(NP2(=O)/C(=C3/N(C)c4ccccc4C3(C)C)C=NN2c2ccccc2)cc1C (stereo not drawn)	i
NC(=S)c1cccc(F)c1	i
O=C1/C(=C\c2ccc(OC(F)F)cc2OC(F)F)Oc2cc(O)ccc21	i
Cc1cc(C(C)(C)C)cc(C)c1C[n+]1ccc2ccccc2c1	+
Cn1/c(=N/NS(=O)(=O)c2ccc(Cl)s2)sc2ccccc21	i
COc1cc2nc(C3=C(N)SCC3=O)[nH]c(=O)c2cc1OC	i
O=C(COC(=O)C12CCC(=O)N1c1ccccc1S2)N1c2ccccc2Sc2ccccc21 (stereo not drawn)	i
O=S(=O)(Nc1ccc(F)c(F)c1)c1cc(Cl)ccc1Cl	i
CCCCCCN=C1CC(C)(C)CC(=O)C1=C(O)CCC	i
S=c1n(CN2CCN(c3ccccn3)CC2)nc(CSc2nc3ccccc3s2)n1-c1ccccc1	i
COc1ccc(Oc2c(F)c(F)c(Oc3ccc(OC)cc3)c(F)c2F)cc1	i
C=CCN=c1scc(-c2ccc3c(c2)OCCO3)n1/N=C/c1ccc(SC)cc1	i
FC(F)Oc1ccc(/C=N/n2cn[nH]c2=S)cc1	i
Nc1c(C(=O)CSc2cc(F)ccc2F)c(=O)[nH]c(=O)n1C1CC1	i
O=C(O)CCC(=O)Nc1nccs1	i
O=S(=O)(NC1CCCc2ccccc21)c1c(F)cc(F)cc1Br (stereo not drawn)	i
S=c1n(CN2CCN(c3ccccn3)CC2)nc(-c2ccccc2)n1-c1ccccc1	i
Cc1ccc(-c2cn3c(n2)CCC3)cc1	i
Cn1/c(=N/N=C/c2ccc(OCc3ccccc3)c(OCc3ccccc3)c2)sc2ccccc21	i
Cc1ccc(-c2c3c(nc4sc5c(c24)CCC5)CCC(C(C)(C)C)C3)cc1 (stereo not drawn)	i
O=c1oc2ccccc2c(O)c1C=NN1CCOCC1	i
CCCn1c(C)cc(C(=O)CN2C(=O)NC3(CCCCCC3)C2=O)c1C	i
CCOP(=O)(OCC)C(N=C1C(=O)Nc2ccccc21)C(F)(F)F (stereo not drawn)	i
CC1CCC(C(C)C)C(OP(=O)(Nc2cccnc2)c2ccccc2)C1 (stereo not drawn)	i
Oc1ccc(-c2nc(-c3ccc(O)cc3O)cs2)cc1	i

From PubChem
